Source: PubChem BioAssay (National Center for Advancing Translational Sciences (NCATS))
Tb PYK inh: inhibitors of Trypanosoma brucei pyruvate kinase | Q57TT1 | TbPYK enzyme, Kinase-Glo Plus ATP luminescence, 45 min | Potency, µM (doses to about 76.8 µM), for inactives: at the top dose activity, negative = inhibition, hits mostly inhibitors | actives 0.12% (n = 410,000) | AID 624173; active = well fitted inhibition curve with a large enough effect; inconclusive = small, poorly fitted or top-dose-only effect; note: nearly all actives have a fitted effect of over 50% in size
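Readout: single end-point luminescence (Kinase-Glo Plus, 10 min). Reaction conditions were TbPYK/substrate plus 130 uM ADP, 45 min at RT, pH 7.2 TEA buffer. No-enzyme wells served as controls, and data were normalized before concentration-response fitting.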
Active calls of the source: *; ? = inconclusive; [ ] = another dose, or the depositor's remark. % is set by controls: 0 for no effect and ±100 for the full control effect; potency is the fitted concentration of half-maximal effect. The list is partial; rates above refer to the full screens.

compound	Tb PYK inh
COc1cccc(NC(=O)c2cc3c(=O)n(C)c4ccccc4c3n2C)c1	4%
Cc1nnc(SCc2ccccc2Cl)c2cc3sccc3n12	1%
CCN1CCN(c2cc(C)c3cc(NC(=O)/C=C/c4ccc(C)cc4)ccc3n2)CC1	-4%
Cc1c(C(=O)O)sc(S(=O)(=O)N2CCN(C(=O)CC(C)c3ccccc3)CC2)c1C(=O)O (stereo not drawn)	-5%
CCOC(=O)c1cccc(NC(=O)CCc2c(C)nn(-c3ccc(N4CCCCC4)nn3)c2C)c1	2%
CCOc1ccc(Cl)cc1-c1cc(C(=O)NCc2cccc(C(F)(F)F)c2)[nH]n1	-10%
CN1C[C@@H]2[C@@H]3C(=O)N(C)C(=O)[C@@H]3[C@](C)(C1=O)N2C(=O)c1ccc(C(F)(F)F)cc1	2%
Cc1ccc(NC(=O)CSc2nccn2-c2ccccc2)cc1	2%[15.4 µM]
COc1ccc(Cl)cc1NC(=O)CSc1nnc2[nH]c(=O)cc(C)n12	1%
CCO[C@H]1OC(C(=O)O)=C[C@@H](C(C)(C)C)[C@@H]1CCCO	-5%

Next compounds follow.
compound	Tb PYK inh
COc1cc2c3nc4n(c(=O)c3n(CC(=O)N3CCCC3)c2cc1OC)CCS4	0%
Cc1ccc(S(=O)(=O)NCC(c2ccc(N(C)C)cc2)N2CCc3ccccc32)cc1C (stereo not drawn)	-1%
C[C@H]1CN([C@@H](C)CO)S(=O)(=O)c2ccc(Br)cc2O[C@H]1CN(C)C(=O)Cc1ccncc1	-6%
CCOc1ccc(CCNC(=O)c2cc(=O)[nH]c3ccc(S(=O)(=O)N4CCCCC4C)cc23)cc1OCC (stereo not drawn)	-4%
CCOc1ccc(S(=O)(=O)Nc2cc(Cl)ccc2OC)c2cccnc12	-12%
COc1ccc(Cl)cc1NC(=O)C1CCN(S(=O)(=O)c2ccc3c(c2)CCCN3C(=O)C2CCC2)CC1	0%
C[C@@H]1CN([C@H](C)CO)C(=O)CCCn2nncc2CO[C@@H]1CN(C)C(=O)Oc1cccc2ccccc12	5%
CCc1ccccc1N(C)C(=O)Cn1cnc2sc(C)c(S(=O)(=O)N3CCN(c4ncccn4)CC3)c2c1=O	6%
CCC(c1nnnn1-c1ccc2c(c1)OCCO2)N1CCC2(CC1)C(=O)NCN2c1ccccc1 (stereo not drawn)	0%
O=C(COCc1cc(-c2ccco2)on1)Nc1ccc(OC(F)(F)F)cc1	-7%

Next section
compound	Tb PYK inh
O=C1c2ccccc2C(c2nnnn2Cc2ccccc2)N1C1CC1 (stereo not drawn)	2%
O=c1[nH]c2ccc(S(=O)(=O)Nc3cc(Cl)ccc3O)cc2o1	-14%
COc1cc2cc(CNc3ccccc3)c(=O)n(CC(=O)Nc3ccccc3)c2cc1OC	0%
CC(C)c1ccccc1Oc1c(C(F)(F)F)oc2c(CN3CCN(C)CC3)c(O)ccc2c1=O	-4%
Cc1noc2nc(C(=O)O)nc(N3CCCCC3)c12	-2%
COc1ccccc1CCN1COc2c(cc3c(C)c(C)c(=O)oc3c2C)C1	1%
O=C(CCc1cn(Cc2ccc(F)cc2)c2ccccc12)NC1CCCCC1	3%
CC(C)c1nn2c(=O)cc(COC(=O)CNC(=O)c3ccccc3)nc2s1	-1%
CCCC(C)(C)C(=O)N1CCC1(C)C(=O)NS(=O)(=O)c1cccc(Cl)c1 (stereo not drawn)	3%
COC(=O)c1c(SC)nc2ccccc2c1OCc1ccc(C)cc1C	0%

The list goes on:
compound	Tb PYK inh
O=[N+]([O-])c1ccc(O)c(CNCc2ccccc2)c1	0%
CS(=O)(=O)Nc1cccc(NC(=O)c2ccc(-n3ccnc3)c3ccoc23)c1	-3%
CCOc1ccc(OCC)c(NC(=O)CCc2c(C)nc3c(c2C)c(=O)n(C)c(=O)n3C)c1	-1%
COc1ccc(CCn2c(=O)c3cccnc3n(CC(=O)Nc3c(C)cccc3C)c2=O)cc1OC	11%
CCCNC(=O)CSc1cn(CC(=O)N2CCCCCC2)c2ccccc12	?
O=C(NCC(c1ccc2c(c1)OCO2)N1CCOCC1)C(=O)Nc1ccc(Cl)cc1 (stereo not drawn)	-2%[15.4 µM]
CC1CCCC(NC(=O)/C=C/c2c(F)cccc2Cl)C1C (stereo not drawn)	-7%
O=S1(=O)c2ccccc2C(O)(c2ccccc2)c2ccccc21	-21%
N#CC1C(=O)Nc2cccnc21 (stereo not drawn)	9%
CCCN(CCC)CCCNC(=O)Cn1ncc2c3ccccc3n(Cc3ccc(F)cc3)c2c1=O	1%

More results:
compound	Tb PYK inh
COCCn1c(C)cc(O)c(C(c2ccc(F)cc2)N2CCN(c3ccccc3)CC2)c1=O (stereo not drawn)	-15%
FC(F)(F)C(F)(F)C(F)(F)c1nc2nc(Cl)c(Cl)nc2[nH]1	5%
O=C1CSC2(C(=O)N(Cc3ccccc3)c3ccccc32)N1c1ccc(Cl)cc1 (stereo not drawn)	-9%
Cc1ccc(C(=O)OCC(=O)NC2CCCCCCC2)cc1C	-7%
CCCCn1nnnc1C(c1cc2ccccc2o1)N(C)Cc1ccccc1 (stereo not drawn)	3%
COCOCCn1cc(CN2CCS(=O)(=O)N(Cc3ccc(-c4cccc(CO)c4)cc3)C(C(C)C)C2=O)nn1 (stereo not drawn)	-5%
CCC(=O)Nc1c(C(=O)N2CCN(c3ccc(F)cc3)CC2)oc2ccccc12	-3%
O=C(Cn1cc(S(=O)(=O)N2CCCC2)c(S(=O)(=O)N2CCCC2)c1)Nc1ccc(F)cc1	0%
CCOC(=O)c1cc(-c2ccc(F)cc2)n(CCC(=O)Nc2nc3ccc(OC)cc3s2)c1C	2%[15.4 µM]
COC(=O)c1ccc(NC(=O)CSc2cn(CC(=O)N3CCCCC3)c3ccccc23)cc1	-22%

Already shown: entries from further up.
compound	Tb PYK inh
O=C(COCc1cc(-c2ccco2)on1)Nc1ccc(OC(F)(F)F)cc1	-7%
O=C1c2ccccc2C(c2nnnn2Cc2ccccc2)N1C1CC1 (stereo not drawn)	2%
O=c1[nH]c2ccc(S(=O)(=O)Nc3cc(Cl)ccc3O)cc2o1	-14%
COc1cc2cc(CNc3ccccc3)c(=O)n(CC(=O)Nc3ccccc3)c2cc1OC	0%
CC(C)c1ccccc1Oc1c(C(F)(F)F)oc2c(CN3CCN(C)CC3)c(O)ccc2c1=O	-4%

Next compounds:
compound	Tb PYK inh
CC(=O)C1(C)C(=O)N(c2ccc(F)cc2)C(=O)N1c1ccc(F)cc1 (stereo not drawn)	-5%
Cc1ccc(NC(=O)Cn2c(=O)n(Cc3ccco3)c(=O)c3ccccc32)cc1	0%
O=C(/C=C/c1ccc([N+](=O)[O-])cc1)c1ccccc(=O)c1O	-7%
CCN(Cc1ccccc1)Cc1c(O)ccc2c(=O)c(-c3ccc(Cl)cc3)coc12	-5%
COC(=O)c1ccc(NC(=O)C(=O)NCCc2sc3nc(-c4ccc(OC)cc4)nn3c2C)cc1	1%
COc1ccc(-c2cc(-c3ccc4c(c3)NC(=O)CO4)nc3c2COc2ccc(F)cc2-3)cc1	-4%
COc1ccc(-n2c(=O)c3sc4ccccc4c3n(Cc3ccccc3)c2=O)cc1	1%
CCN1CCOC(c2ccccc2)C1 (stereo not drawn)	-8%
COc1ccccc1N(CC(=O)Nc1c(C)n(C)n(-c2ccccc2)c1=O)S(=O)(=O)c1ccccc1	-9%
CCCNC(=O)C1(C)CCN(C(=O)COCc2ccccc2)C1 (stereo not drawn)	0%

Carrying on.
compound	Tb PYK inh
O=C(CNC(=O)c1ccccc1F)OCc1cc(=O)n2ccsc2n1	7%
COC(=O)c1ccc(NC(=O)CC2C(=O)N(c3ccccc3)C(=O)N2Cc2ccco2)cc1 (stereo not drawn)	-14%
O=C(NCc1cccnc1)[C@@H]1CC=C[C@@H]2CCN(Cc3ccc(Cl)c(Cl)c3)C(=O)[C@@H]21	-4%
COc1ccc(N(C(=O)c2ccco2)C(C(=O)NC2CCCCC2)c2ccccc2)cc1 (stereo not drawn)	4%
CN(C)c1ccc(C(CNS(=O)(=O)c2ccc(Cl)cc2)N2CCCC2)cc1 (stereo not drawn)	6%
CCOC(=O)c1c(C)oc2nc(C)nc(NCC3CCN(Cc4ccc(Cl)cc4)CC3)c12	0%
CSc1cc(SC)ncn1	-1%
CCOC(=O)c1c(C)[nH]c(C)c1S(=O)(=O)N1CCCC(C(=O)N2CCN(c3cccc(Cl)c3)CC2)C1 (stereo not drawn)	0%
Cc1cccc(NC(=O)c2ccc3[nH]c(C)cc(=O)c3c2)c1	-2%
Cn1c(=O)c(=O)n(C)c2cc(N3CCCC3)c(NC(=O)c3ccc(C(C)(C)C)cc3)cc21	1%

(more compounds)
compound	Tb PYK inh
Cc1ccc(CSc2ncc(Cl)c(C(=O)Nc3nc4ccc(C)cc4s3)n2)cc1	-2%
COc1ccc(-c2cc(C)no2)cc1S(=O)(=O)N1CCN(c2ccc(C(C)=O)cc2)CC1	-6%[15.4 µM]
COc1ccc(C(O)c2nc(-c3ccccc3OC)cs2)cc1 (stereo not drawn)	2%
Cc1ccc(/C=N/n2c(-c3ccccc3)csc2=S)cc1	-8%
CC(=O)Nc1cccc(-c2ccnc3c2CC(C(=O)NCCN(C)C)O3)c1 (stereo not drawn)	-2%
CC(c1cccnc1)N(CCN(C)C)C(=O)Nc1ccc(Cl)c(Cl)c1 (stereo not drawn)	7%
CCOC(=O)C1CCCN(C(=O)c2nn(-c3ccc(C)cc3)c(=O)c3c2c2ccccc2n3C)C1 (stereo not drawn)	-6%
CCCCCC(=O)N1C[C@H](O)[C@@H](n2cc(-c3ccc(F)cc3)nn2)C[C@@H]1c1ccc(C)cc1	4%
O=C(COc1ccccc1)Nc1c2c(nn1-c1ccc(F)cc1)CS(=O)C2 (stereo not drawn)	4%
CCc1ccc(NC(=O)CN2C(=O)CCSc3ccccc32)cc1	-2%

Next part.
compound	Tb PYK inh
COc1ccc(NC(=O)c2cccc(N3CCCS3(=O)=O)c2)cc1OC	-2%
COc1ccc(CNC(=O)CCn2nc(C)c3c(C)n(-c4ccccc4)nc3c2=O)cc1OC	4%
CO/N=C(\C(=O)N[C@@H]1C(=O)N2C(C(=O)OCOC(=O)C(C)(C)C)=C(C)CS[C@H]12)c1csc(N)n1	2%
CC/C(=N/NC(=O)c1ccc2c(c1)OCO2)c1ccccc1O	2%
CSc1ncccc1C(=O)OC(C)C(=O)Nc1ccc2c(c1)OCCO2 (stereo not drawn)	0%
COc1ccc(N(Cc2cc3cccc(C)c3[nH]c2=O)C(=O)c2cccc(Cl)c2)cc1	4%
COc1ccc(CN(C)C(=O)c2ccc(NC(=O)CC3SC(N4CCCCC4)=NC3=O)cc2)c(OC)c1 (stereo not drawn)	-7%
CCCc1nc2ccc(Cl)cn2c1Cc1ccc(C)cc1	-3%
CCOc1ccc(NC(=O)Cn2nc(SC)c(S(=O)(=O)c3ccccc3)c2N)cc1	-3%
CCCC1OC(c2ccco2)OCC1CC (stereo not drawn)	-5%

Three entries from above, as labelled records:
COc1ccc(CNC(=O)CCn2nc(C)c3c(C)n(-c4ccccc4)nc3c2=O)cc1OC
  Tb PYK inh: 4%

CO/N=C(\C(=O)N[C@@H]1C(=O)N2C(C(=O)OCOC(=O)C(C)(C)C)=C(C)CS[C@H]12)c1csc(N)n1
  Tb PYK inh: 2%

CC/C(=N/NC(=O)c1ccc2c(c1)OCO2)c1ccccc1O
  Tb PYK inh: 2%

The list continues.
compound	Tb PYK inh
COc1ccc(C(C)=O)cc1CSc1nc(NCCc2ccccc2)c2ccccc2n1	0%
CCCOc1cc2c(C#N)c(N3CCCC3)nc(N)c2c(N)n1	-4%
Cc1ccc(-n2nc(C(=O)Nc3ccc(Br)cc3C)c(=O)n(C)c2=O)cc1	-4%
CC(=O)Nc1cccc(-c2cc(N3CCN(CCO)CC3)n3nccc3n2)c1	3%
C[C@H]1CN([C@@H](C)CO)C(=O)CCCn2nncc2CO[C@@H]1CN(C)S(=O)(=O)c1cccc(C#N)c1	-1%
CCOC(=O)c1ccccc1NC(=O)CSc1cc(C)[nH]c(=O)n1	-11%
COC(=O)c1sccc1S(=O)(=O)N(CC(=O)NCc1ccc(C)cc1)c1ccc(Cl)cc1	1%
Cc1[nH]c(=O)[nH]c(=O)c1C1N2CC3(C(C)C)CN1CC(C(C)C)(C2)C3=O (stereo not drawn)	-12%
Cc1ccc(CS(=O)(=O)Cc2ccc(C(=O)NCCc3ccc(Cl)cc3)o2)cc1	-9%
CCC1CN(C(=O)N2CCC(C(=O)NCc3cccs3)CC2)c2ccccc2O1 (stereo not drawn)	-6%

(further entries)
compound	Tb PYK inh
COc1ccc(-c2cc(=O)c3c(C)cc(O)cc3o2)cc1	-8%
C(#CSCc1ccccc1)SCc1ccccc1	3%
CC(=O)Nc1cc(-c2ccc(N3CCN(C)CC3)cc2)cn2c(-c3cccc(C(C)=O)c3)cnc12	-2%
COC(=O)c1c(C)sc(-c2c(-c3ccc4c(c3)OCCO4)[nH]c3[nH]c(=O)[nH]c(=O)c23)c1O	-12%
CN1CC[C@@]2(CCCN(C(=O)c3ccncc3)C2)C1	-1%
COc1ccc(-c2cc(=O)c3ccc(O)cc3o2)cc1	-7%
CC1(C)OC2C(CO)OC(n3cnc4c(=S)nc(N)[nH]c43)C2O1 (stereo not drawn)	33%[activator]
O=C(CN1C(=O)COc2ccc(S(=O)(=O)N3CCCC3)cc21)NCCc1ccc(Cl)cc1	0%
Nc1ccn([C@@H]2O[C@H](C(=O)Nc3ccc(Oc4ccccc4)nc3)[C@@H](O)[C@H]2O)c(=O)n1	-2%
